TMEM16A act = activates or potentiates the mouse TMEM16A chloride channel; 340,000 compounds, 0.3% hits; HEK293 TMEM16A/YFP-H148Q/I152L, iodide quench fluorescence; hits give low values; B-score at 10 µM; AID 623877; Q8BHY3;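 active = fluorescence-ratio B-score plate-corrected deviation score at least 3 library SD below zero, with starting fluorescence score within 5 deviations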;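 also: channel opened by trigger with iodide after compound preincubation; score built on the fluorescence ratio of max minus min over baseline; more negative score means more quench and so TMEM16A activation or potentiation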
KCNK9 inh = inhibitors of human KCNK9 two-pore domain potassium channel; AID 488922; HEK293 KCNK9, FluxOR thallium flux fluorescence; hits give low values; 310,000 compounds, 1.2% hits; Q9NPC2; B-score at 10 µM;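 active = ratio B-score over 3 SD below the library mean, with starting fluorescence within 5 SD of its mean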;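 also: negative B-score means less thallium flux so channel inhibition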
KCNQ1 block = human KCNQ1 channel inhibition. P51787. CHO-K1 KCNQ1, FluxOR thallium flux fluorescence; hits give high values. B-score at 10 µM. 310,000 compounds, 1.3% hits;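 active = compounds whose thallium flux B-score, printed positive for inhibition, exceeds three library SD while starting fluorescence stays within three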;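 also: channel opened by potassium depolarization with thallium stimulus after 20 min compound exposure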
TRPC4 agonist = opens the mouse TRPC4 cation channel; Q9QUQ5; HEK293 TRPC4beta/mu-opioid, Fluo4 calcium fluorescence; hits give high values; B-score at 10 µM; 310,000 compounds, 0.49% hits; AID 2237;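 active = B-score above 5 SD of library B-scores, and initial fluorescence ratio not above library mean plus 5 SD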;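 also: positive B-score marks a calcium rise read as TRPC4 activation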
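Incubation: 45 min room-temperature Fluo4 loading, 110 s read / System: HEK293 cells stably co-expressing mouse TRPC4beta and mu-opioid receptor / Signal: Fluo4 fluorescence, kinetic / Control set: buffer (low) and maximal DAMGO (high) / Measure: integrated baseline-normalised fluorescence ratio, converted to per-well B score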
Dyrk1A ADPGlo = blocks rat Dyrk1A kinase activity; inhibition, % at 12.5 µM; 310,000 compounds, 0.43% hits; AID 504441; Q63470; ADP-Glo luminescence, NFATc1 peptide; in the data active = inhibition above about 50%;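 also: plate controls were vehicle with enzyme for no effect and no enzyme for full effect; many of its hits are not listed in these tables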
HDAC3 inh = inhibitors of human histone deacetylase 3; inhibition, % at 8.3 µM; recombinant HDAC3, fluorogenic peptide/trypsin coupled, fluorescence; 320,000 compounds, 0.15% hits; O15379; in the data active = inhibition above about 26%, passing the limit was not always enough
Target sequence (O15379 whole entry, looked up): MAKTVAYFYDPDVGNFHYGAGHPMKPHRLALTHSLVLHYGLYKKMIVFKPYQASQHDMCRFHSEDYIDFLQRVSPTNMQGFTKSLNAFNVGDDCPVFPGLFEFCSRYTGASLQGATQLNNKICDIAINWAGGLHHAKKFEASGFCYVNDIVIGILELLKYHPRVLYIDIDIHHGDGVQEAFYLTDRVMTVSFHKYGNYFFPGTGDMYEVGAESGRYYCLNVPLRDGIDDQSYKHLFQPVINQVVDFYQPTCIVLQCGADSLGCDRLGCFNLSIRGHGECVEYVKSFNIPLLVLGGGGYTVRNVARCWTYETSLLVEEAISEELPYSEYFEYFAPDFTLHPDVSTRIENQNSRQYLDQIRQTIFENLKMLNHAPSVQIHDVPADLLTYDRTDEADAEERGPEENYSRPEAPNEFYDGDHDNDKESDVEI
TRPC4 PAM = allosteric potentiators of mouse TRPC4 channel | HEK293 TRPC4beta/mu-opioid, DAMGO EC20, Fluo-4 Ca2+ flux; hits give high values | 310,000 compounds, 0.42% hits | B-score at 10 µM | Q9QUQ5;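 active = B-score of calcium response area above 5 SD of library B-scores, with initial fluorescence ratio within 5 SD of library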;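 also: B-score of integrated fluorescence ratio over time as area under calcium response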
TMEM16A inh = blocks the mouse calcium-activated chloride channel TMEM16A; Q8BHY3; HEK293 TMEM16A/YFP iodide influx fluorescence, ionomycin; normalized B-score (activity score, 25-100; higher = stronger inhibition) at 10 µM; 310,000 compounds, 1.2% hits;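 active = ratio plate-corrected score three or more library SD toward inhibition, starting fluorescence score within five deviations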;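 also: score derived from kinetic fluorescence span divided by baseline fluorescence per well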
KCNQ1 act = potentiators or activators of human KCNQ1 potassium channel | AID 2648 | B-score at 10 µM | CHO-K1 KCNQ1, thallium flux FluxOR fluorescence; hits give high values | P51787 | 310,000 compounds, 0.35% hits;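 active = fluorescence ratio B-score, a plate-corrected score, at least three library SD, with initial intensity B-score within 5 SD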
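assay system = CHO-K1 cells stably expressing KCNQ1 | medium = assay buffer, equal DMSO in all wells | timing = 37 °C overnight plating, 90-min dark dye load, 20-min compound pretreatment | measured by = kinetic FluxOR thallium fluorescence, 10-s 1-Hz baseline, 110-s post-stimulus read | measure = fluorescence change relative to baseline, converted to B score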
hERG protect = shields human hERG channel from block by proarrhythmic agents; Q12809; CHO-hERG, FluxOR thallium flux, dofetilide IC70 present; 310,000 compounds, 0.51% hits; AID 1511; activation (rescue from dofetilide block), less the hit threshold, % at 10 µM;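 active = activation above the mean of controls blocked by dofetilide plus 5 SD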;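 also: thallium influx through hERG after potassium depolarization seen as dye fluorescence rise; in these data hits start at about 4.7%; inactives centre near -7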
KCNK3 inh = human KCNK3 channel inhibition, primary screen; O14649; CHO-KCNK3 thallium flux, FluxOR fluorescence; hits give low values; B-score at 10 µM; 340,000 compounds, 0.84% hits;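 active = B-score under library mean minus 4 SD, starting fluorescence ratio at most library mean plus 5 SD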;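 also: more negative B-score means stronger inhibition of thallium flux through KCNK3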
Target sequence (O14649 whole entry, looked up): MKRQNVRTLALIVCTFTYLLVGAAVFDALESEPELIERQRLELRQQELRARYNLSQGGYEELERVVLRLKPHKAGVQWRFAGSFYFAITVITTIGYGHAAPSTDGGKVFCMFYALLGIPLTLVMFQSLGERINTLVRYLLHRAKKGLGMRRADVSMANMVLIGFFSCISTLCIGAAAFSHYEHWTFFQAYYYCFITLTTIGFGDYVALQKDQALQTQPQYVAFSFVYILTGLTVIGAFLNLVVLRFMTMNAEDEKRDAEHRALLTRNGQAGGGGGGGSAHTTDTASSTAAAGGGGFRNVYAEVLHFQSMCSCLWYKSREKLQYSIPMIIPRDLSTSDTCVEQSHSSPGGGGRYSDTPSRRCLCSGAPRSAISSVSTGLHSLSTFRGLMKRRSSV
The depositor's hits bear a star; i = inactive; x = not tested or not shown; & = joins results of further samples; ! = repeats disagree.

SMILES	TMEM16A act	KCNK9 inh	KCNQ1 block	TRPC4 agonist	Dyrk1A ADPGlo	HDAC3 inh	TRPC4 PAM	TMEM16A inh	KCNQ1 act	hERG protect	KCNK3 inh
Cc1ccc(-n2c(O)c(C=NC3CCCCC3N)c(=O)[nH]c2=O)cc1C (centres undefined)	i	i	i	i	-2	10	i	i	i	-9	i
O=C1CN=C(c2ccccc2)c2ccccc2N1	i	i	i	i	1	6	i	i	i	-2	i
O=c1[nH]c(=O)n(-c2ccccc2)c(O)c1/C=C/C=Nc1ccccc1	i	i	i	i	-3	7	i	i	i	-10	i
CN(C)C1=C(C#N)C(c2ccccc2)=NP(N(C)C)(N(C)C)=N1	i	i	i	i	0	2	i	i	i	-6	i
COc1cc2c(c(OC)c1OC)-c1ccc(C(=O)O)cc1[C@@H](NC(C)=O)CC2	i	i	i	i	-16	-3	i	i	i	-2	i
CC(=O)Nc1ccc(OC(=O)N2CCCCC2)cc1	i	i	i	i	6	2	i	i	i	-15	i
CC[C@@H](CO)NC(=O)[C@@H]1C=C2c3cccc4c3c(cn4C)C[C@H]2N(C)C1	i	i	i	154*!	-8&-11	-13&-41&-9	i	i	i	-4&-4	i
CC(C)N1OC2CC1c1nc3ccccc3n1C2 (centres undefined)	i	i	i	i	0	0	i	25*	i	-3	i
O=c1[nH]c(=S)n(-c2ccccc2Cl)c(O)c1C=NCCN1CCNCC1	i	i	i	i	2	-1	i	i	i	-6	i
CCSc1nnc([C@@H](N)Cc2c[nH]c3ccccc23)o1	i	i	i	i	1	6	i	i	i	-6	i
O/N=C1\CCC2CN(C3CCCCC3)CC2C1 (centres undefined)	i	i	i	i	-3	8	i	i	i	-6	i
CN1C(=O)C(=Cc2cc([N+](=O)[O-])ccc2N2CCCCC2)C(=O)N(C)C1=O	i	i	i	i	-3	-6	i	i	i	-1	i

Sorted by number of heavy atoms (highest first): three of the compounds above
SMILES	TMEM16A act	KCNK9 inh	KCNQ1 block	TRPC4 agonist	Dyrk1A ADPGlo	HDAC3 inh	TRPC4 PAM	TMEM16A inh	KCNQ1 act	hERG protect	KCNK3 inh
CC[C@@H](CO)NC(=O)[C@@H]1C=C2c3cccc4c3c(cn4C)C[C@H]2N(C)C1	i	i	i	154*!	-8&-11	-13&-41&-9	i	i	i	-4&-4	i
O=c1[nH]c(=O)n(-c2ccccc2)c(O)c1/C=C/C=Nc1ccccc1	i	i	i	i	-3	7	i	i	i	-10	i
O=C1CN=C(c2ccccc2)c2ccccc2N1	i	i	i	i	1	6	i	i	i	-2	i

Following part.
SMILES	TMEM16A act	KCNK9 inh	KCNQ1 block	TRPC4 agonist	Dyrk1A ADPGlo	HDAC3 inh	TRPC4 PAM	TMEM16A inh	KCNQ1 act	hERG protect	KCNK3 inh
CN1CCc2nc(SCC(=O)OC(C)(C)C)c(C#N)cc2C1	i	i	i	i	-1	7	i	i	i	-1	i
CCN1CCN(c2ccc(NC(C)=O)cc2Cl)CC1	i	i	i	i	2	-10	i	i	i	-4	i
O=C(CN1CCOCC1)c1ccc2cc[nH]c2c1	i	i	i	i	2	x	i	i	i	-7	i
CC12CC[C@H]3[C@@H](CCC4(O)C[C@H](O)CCC34/C=N/NC(=O)c3ccccc3[N+](=O)[O-])C1(O)CCC2C1=CC(=O)OC1 (some centres undefined)	i	i	i	i	5	-1	i	i	i	-3	i
Cc1cc(NC(=O)CCC(=O)N2CCC3(CC2)OCCO3)no1	i	i	i	i	0	-11	i	i	i	-2	i
CC/C(=N\N1CCN(C)CC1)c1c(O)[nH]c(=O)[nH]c1=O	i	i	i	i	-3	6	i	i	i	-4	i
CS(=O)(=O)NNP(=O)(NNS(C)(=O)=O)NC(=O)c1ccc(Br)cc1	i	i	i	i	1	14	i	i	i	-10	i
CCCN(CCC)C1CCc2ccc(O)cc2C1 (centres undefined)	i	x	x	x	0	-3	x	i	x	x	i
COc1ccccc1NC1=NCCS1	i	i	i	i	3	-3	i	i	i	-12	i
CN(C)c1ccc(/C=C2/C(=N\O)C3CCN2CC3)cc1	i	i	i	i	x	6	i	i	i	-14	i
Cc1cc(Oc2ccc(C(F)(F)F)cc2[N+](=O)[O-])c2c3c(c(=O)oc2c1)CCCC3	i	i	i	i	2	x	i	i	i	-6	i
COc1cc(CC2(CCc3ccncc3)C(=O)NC(=O)NC2=O)cc(OC)c1OC	i	i	i	i	-3	2	i	i	i	-4	i
COc1ccc(-n2nc(C(=O)NCC(=O)N3CCC4(CC3)OCCO4)c3ccccc3c2=O)c(OC)c1	i	i	i	i	5	2	i	i	i	-5	i
CN1C(=O)c2ccccc2NC(=O)C1Cc1ccccc1 (centres undefined)	i	i	i	i	39	-1	i	i	i	-4	i
CC(=O)N1N=C2C3CCN(CC3)C2C1c1ccc(C)cc1 (centres undefined)	i	i	i	i	-5	3	i	i	i	-6	i
CCCCCCC[n+]1ccc(-c2cc[n+](CCCCCCC)cc2)cc1	i	i	i	i	1	3	i	i	i	-5	i
CCOc1ccc2nc(N=Nc3c(O)[nH]c(=O)[nH]c3=O)sc2c1	i	i	i	i	8	6	i	i	i	-4	i
O=C(CN1CC(c2ccccc2)CC1=O)NCc1ccc(F)cc1 (centres undefined)	i	i	i	i	17	-2	i	i	i	-9	i
COc1cc(O)cc2c1C(=O)O[C@@H](C)CCCC(=O)CCCCC2	i	i	i	i	-1	1	i	i	i	-5	i
O=[N+]([O-])c1ccccc1CNCCc1ccc(F)cc1	i	i	i	i	-4	3	i	i	i	-6	i
CC(C)(C)P(=O)(c1ccncc1)N1CCCC1 (centres undefined)	i	i	i	i	-6	-13	i	i	i	-2	i
Cc1cc(O)c2c(c1)C(=O)C13C(=C2O)C(=O)[C@H]2[C@@H](O)[C@@H]1[C@H]1[C@H](O)[C@@H]3C(=O)C3=C(O)c4c(O)cc(C)cc4C(=O)C312 (some centres undefined)	i	x	x	x	7	18	x	i	x	x	i
N=C1c2ccccc2CN1c1cccc([N+](=O)[O-])c1	i	i	i	i	1	8	i	i	i	-14	i
Cc1cc(C(=O)CN2CCCC2)c(C)n1-c1ccc(F)cc1	i	i	i	i	-5	0	i	i	i	-18	i
O=C1NC(=S)N(c2ccccc2)C(=O)C1C(c1ccncc1)C1C(=O)NC(=S)N(c2ccccc2)C1=O (centres undefined)	i	i	i	i	4	7	i	i	i	-6	i
O=[N+]([O-])/C=C1\NCCN1Cc1ccc(Cl)nc1	i	i	i	i	-1&-2	8&5	i	i	i	-6&-10	i
Cc1ccccc1-n1c(C)nc2sccc2c1=O	i	i	i	i	2	-12	i	i	i	-7	i
COc1ccc(N2C(=O)NC(=O)/C(=C\c3ccc([N+](=O)[O-])s3)C2=O)cc1	-6.4*	i	i	i	-6	7	i	i	i	-8	i
O=C(c1cc(-c2ccncc2)nc2ccccc12)N1CCC2(CC1)OCCO2	i	i	i	i	7	7	i	i	i	-17	i
CCOc1ccccc1CN1CCCC(C(=O)c2cc(F)ccc2F)C1 (centres undefined)	i	i	i	i	-2	-5	i	i	i	-1	i
CN1CCN(c2c(F)cc([N+](=O)[O-])c(N)c2Br)CC1	i	i	i	i	8	4	i	i	i	-13	i
O=C(c1cc(-c2cccnc2)nc2ccccc12)N1CCC2(CC1)OCCO2	i	i	i	i	1	-10	i	i	i	-15	i
COc1ccc(-n2c(O)c(C(C)=NCc3ccco3)c(=O)[nH]c2=O)cc1	i	i	i	i	5	-4	i	i	i	-9	i
CCOC(=O)C(O)(c1ccc(N)c(OC)c1)C(F)(F)F (centres undefined)	i	i	i	i	8	1	i	i	i	-12	i
O=c1[nH]c(=O)n(Cc2ccccc2)c(O)c1/C=C1\C=Nc2ccccc21	i	i	i	i	-1	4	i	i	i	-23	i
c1cncc(C2CCCN2)c1 (centres undefined)	x	i	i	i	x	-3	i	i	i	-2	x

Part of the list above, as labelled records.
O=C(c1cc(-c2cccnc2)nc2ccccc12)N1CCC2(CC1)OCCO2
- TMEM16A act: i
- KCNK9 inh: i
- KCNQ1 block: i
- TRPC4 agonist: i
- Dyrk1A ADPGlo: 1
- HDAC3 inh: -10
- TRPC4 PAM: i
- TMEM16A inh: i
- KCNQ1 act: i
- hERG protect: -15
- KCNK3 inh: i
COc1ccc(-n2c(O)c(C(C)=NCc3ccco3)c(=O)[nH]c2=O)cc1
- TMEM16A act: i
- KCNK9 inh: i
- KCNQ1 block: i
- TRPC4 agonist: i
- Dyrk1A ADPGlo: 5
- HDAC3 inh: -4
- TRPC4 PAM: i
- TMEM16A inh: i
- KCNQ1 act: i
- hERG protect: -9
- KCNK3 inh: i
CCOC(=O)C(O)(c1ccc(N)c(OC)c1)C(F)(F)F (centres undefined)
- TMEM16A act: i
- KCNK9 inh: i
- KCNQ1 block: i
- TRPC4 agonist: i
- Dyrk1A ADPGlo: 8
- HDAC3 inh: 1
- TRPC4 PAM: i
- TMEM16A inh: i
- KCNQ1 act: i
- hERG protect: -12
- KCNK3 inh: i
O=c1[nH]c(=O)n(Cc2ccccc2)c(O)c1/C=C1\C=Nc2ccccc21
- TMEM16A act: i
- KCNK9 inh: i
- KCNQ1 block: i
- TRPC4 agonist: i
- Dyrk1A ADPGlo: -1
- HDAC3 inh: 4
- TRPC4 PAM: i
- TMEM16A inh: i
- KCNQ1 act: i
- hERG protect: -23
- KCNK3 inh: i

An excerpt of these results, comma-delimited.
Compound,TMEM16A act,KCNK9 inh,KCNQ1 block,TRPC4 agonist,Dyrk1A ADPGlo,HDAC3 inh,TRPC4 PAM,TMEM16A inh,KCNQ1 act,hERG protect,KCNK3 inh
CN1C(=O)c2ccccc2NC(=O)C1Cc1ccccc1 (centres undefined),i,i,i,i,39,-1,i,i,i,-4,i
CC(=O)N1N=C2C3CCN(CC3)C2C1c1ccc(C)cc1 (centres undefined),i,i,i,i,-5,3,i,i,i,-6,i

(continued)
SMILES	TMEM16A act	KCNK9 inh	KCNQ1 block	TRPC4 agonist	Dyrk1A ADPGlo	HDAC3 inh	TRPC4 PAM	TMEM16A inh	KCNQ1 act	hERG protect	KCNK3 inh
O=C(O)c1ccc(N=Cc2c(O)n(Cc3ccc(F)cc3)c(=O)[nH]c2=O)cc1	i	i	i	i	0	0	i	i	i	-9	i
CCN(CC)S(=O)(=O)N1CCC(C(=O)N2CCC3(CC2)OCCO3)CC1	i	i	i	i	2	3	i	i	i	2	i
CCn1ccnc1CN1CCCC(C(=O)c2cc(C)c(OC)c(C)c2)C1 (centres undefined)	i	i	i	i	-4	-2	i	i	i	-9	i
CC(=O)Nc1ccccc1C(=O)OCc1ccc(C(=O)c2ccccc2)cc1	i	i	i	i	-3	4	i	i	i	-20	i

High-throughput results from PubChem BioAssay.

A portion of the library (hit frequency here may not be typical).
